# Assay outcomes: PubChem, National Center for Advancing Translational Sciences (NCATS)
# AmpC inh detg: blocks E. coli AmpC beta-lactamase in detergent assay. AmpC hydrolysis of nitrocefin, absorbance 480 nm, 0.01% Triton. Potency, µM (series often up to 114 µM), without a hit: at the top dose activity change, negative = inhibition, actives largely listed as inhibitors. actives 0.041% (n = 370,000). P00811;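 also: potency is read from the fitted curve at half-maximal effect; 0% = no-compound wells and -100% = no-enzyme wells; nearly all actives have a fitted effect of over 25% in size; some results filed as inactive show a strong effect at the top dose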
# Target sequence (P00811 whole entry, looked up): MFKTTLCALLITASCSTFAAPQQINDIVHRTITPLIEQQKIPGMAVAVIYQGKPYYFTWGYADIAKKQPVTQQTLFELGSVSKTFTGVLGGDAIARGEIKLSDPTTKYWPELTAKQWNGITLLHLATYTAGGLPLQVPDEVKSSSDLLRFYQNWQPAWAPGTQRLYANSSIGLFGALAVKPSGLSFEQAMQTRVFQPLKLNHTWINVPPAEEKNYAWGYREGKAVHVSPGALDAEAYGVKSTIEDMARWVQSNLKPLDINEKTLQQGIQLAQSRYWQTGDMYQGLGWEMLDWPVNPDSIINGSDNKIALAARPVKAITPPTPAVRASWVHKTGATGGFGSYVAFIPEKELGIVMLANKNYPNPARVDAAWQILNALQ
#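 AmpC (5.3 nM in the dispensed reagent) in 20 mM phosphate pH 7.0 with 0.01% (detergent screen) or 0.0001% Triton X-100 was preincubated with compounds for 15 min at room temperature. Nitrocefin was then added from an 800 uM solution, and hydrolysis was followed at 480 nm.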
# AmpC inh no detg: blocks E. coli AmpC beta-lactamase in detergent-free assay; AmpC nitrocefin hydrolysis, absorbance 480 nm, 0.0001% Triton; Potency, µM (series often up to 57.1 µM), for inactives: at the highest dose activity change, negative = inhibition, hits mostly inhibitors; actives 0.52% (n = 330,000); AID 485341;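 also: potency is read from the fitted curve at half-maximal effect; plate controls were no compound for no effect and no enzyme for full effect; nearly all actives have a fitted effect of over 20% in size; some results filed as inactive show a strong effect at the top dose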
#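 20 mM phosphate pH 7.0 + 0.01% (detergent screen) or 0.0001% Triton X-100; 5.3 nM AmpC reagent; cpd preinc 15 min RT; nitrocefin (800 uM stock) to start; A480 q20 s × 4 min; Activity was normalised to no-enzyme and no-compound control wells.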
# LmPK inhibitor: blocks Leishmania mexicana pyruvate kinase activity; actives 0.37% (n = 290,000); Potency, µM (titrated, usually from 57.5 µM), for the others: at the top dose activity change, negative = inhibition, actives largely listed as inhibitors; AID 1721; purified LmPK, Kinase-Glo ATP luminescence, 1 h; also: potency is read from the fitted curve at half-maximal effect
# Target sequence (Q27686 whole entry, looked up): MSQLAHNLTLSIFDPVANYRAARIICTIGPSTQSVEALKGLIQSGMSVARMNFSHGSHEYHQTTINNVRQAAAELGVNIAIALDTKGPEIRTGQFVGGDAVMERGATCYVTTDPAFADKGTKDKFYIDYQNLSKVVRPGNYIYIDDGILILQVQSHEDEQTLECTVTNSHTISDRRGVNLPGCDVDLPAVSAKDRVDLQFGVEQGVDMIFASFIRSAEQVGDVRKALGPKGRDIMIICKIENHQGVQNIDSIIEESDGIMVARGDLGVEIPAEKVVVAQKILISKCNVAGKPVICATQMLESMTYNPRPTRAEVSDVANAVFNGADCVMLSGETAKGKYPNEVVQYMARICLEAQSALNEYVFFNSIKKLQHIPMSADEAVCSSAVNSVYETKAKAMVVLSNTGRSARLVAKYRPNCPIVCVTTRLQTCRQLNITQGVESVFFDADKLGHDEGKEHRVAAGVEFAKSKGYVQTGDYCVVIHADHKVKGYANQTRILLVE
#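 ATP generated from ADP (0.1 mM) and PEP (0.5 mM) by 0.1 nM LmPK over 1 h at room temperature (pH 7.2 imidazole buffer) was detected by coupled luciferase luminescence. Values were normalized to uninhibited and no-enzyme wells.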
# AMA1-RON2 inh: AMA1-RON2 (P. falciparum) interaction inhibition. AlphaScreen AMA1-biotinylated RON2 peptide binding. Potency, µM (doses to about 58.2 µM), for the others: top-dose activity change, negative = inhibition, hits mostly inhibitors. actives 0.2% (n = 360,000);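 also: potency is read from the fitted curve at half-maximal effect; 0% = vehicle wells and -100% = peptide control; nearly all actives have a fitted effect of over 45% in size; some results filed as inactive show a strong effect at the top dose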
#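 AMA1 (3D7) with his tag at 25 nM final met compounds first, then biotinylated RON2 peptide at 25 nM; detection used donor plus acceptor beads, 10 µg/mL apiece, read by AlphaScreen after 30 min at room temperature.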
# Tb PYK inh: T. brucei pyruvate kinase inhibition; Q57TT1; TbPYK enzyme, Kinase-Glo Plus ATP luminescence, 45 min; Potency, µM (doses to about 76.8 µM), for inactives: at the top dose activity, negative = inhibition, hits mostly inhibitors; actives 0.12% (n = 410,000); AID 624173; also: potency is read from the fitted curve at half-maximal effect; nearly all actives have a fitted effect of over 50% in size
#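 T. brucei PYK with substrate was exposed to pin-transferred compounds across a concentration series, then started with 130 uM ADP (final). After 45 min at room temperature, Kinase-Glo Plus luminescence was read, normalized and curve-fitted.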
# HCMV antiviral: blocks human cytomegalovirus replication. HFF cells, HCMV-luciferase reporter, 72 h; stronger effect = lower value. activity change, negative = inhibition, % at 57.5 µM. actives 4.5% (n = 410,000). AID 1259415; in the data active = activity change below about -60%; inconclusive = no clear call, values can overlap the other calls; inactive = above about -39%
#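 Luciferase read-out from HCMV-luciferase-infected HFFs (MOI 1 PFU/cell) 72 h post infection at 37C; compounds added after 16 h cell attachment; activity normalized between buffer-only basal and Salinomycin (10uM) inhibitor controls.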
# HCV inh: inhibitors of hepatitis C virus infection. Potency, µM (doses to about 41.8 µM), for inactives: at the top dose activity change, negative = inhibition, most hits filed as inhibitors. Huh7.5.1 HCVcc-Cre infection, luciferase reporter, 44 h. AID 651820. actives 3.4% (n = 340,000); also: potency is read from the fitted curve at half-maximal effect
#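 Reporter virus HCVcc-Cre (~0.5 moi) infects cells exposed to compound; seeding density 1,000 cells/well with 4 h settling beforehand. Luminescence, 15 sec read, taken 44 h post-infection following a 15 min RT substrate incubation.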
# Active calls of the source: *; ? = inconclusive; . = not tested or not shown; & = joins results of further samples; [ ] = another dose, or the depositor's remark. Unless noted, calls follow the shape of the dose curve; as a rule, active = well fitted curve in the direction sought with a large enough effect; inconclusive = small, poorly fitted or top-dose-only effect, or another doubt; inactive = no such curve, though single readings can be large; an effect the other way counts as inactive or inconclusive. Unless noted, % is scaled to controls: 0 for no effect and ±100 for the full control effect.
mol	AmpC inh detg	AmpC inh no detg	LmPK inhibitor	AMA1-RON2 inh	Tb PYK inh	HCMV antiviral	HCV inh
CC(=O)Nc1ccc(NC(=O)Cc2ccc(S(=O)(=O)N3CCCCC3)s2)cc1	?	-17%	-2%	2%	-5%	-16	-19%
CN(C)CCOC(=O)c1cn(Cc2ccccc2)c2ccccc12	1%	97%[activator]	2%	-7%	2%	-36	8%
COc1cc2nc(CN(C)Cc3ccc(SC)cc3)[nH]c(=O)c2cc1OC	3%	40%	-12%	133%[activator]	-3%	16	-22%
CCOC(=O)Cn1nc(C)c(NC(=O)c2cccc([N+](=O)[O-])c2)c1C	-3%	-17%	3%	-8%	-15%	-19	19%
CCOCCCNc1nc2c(c(=O)n(C)c(=O)n2C)n1CCCc1ccccc1	-13%	57%	1%	-13%	1%	0	-12%
O=[N+]([O-])c1cccc(/C=N/Nc2nc(N3CCCCC3)nc(N3CCCCC3)n2)c1	?	-28%	0%	2%	3%	-10	5.6µM*
CCCn1c(=O)[nH]c(=O)c2c(C(F)(F)F)cc(-c3ccc(C)cc3)nc21	-11%	-15%	3%	-1%	-3%	9	6%
O=C(c1ccccc1)N(NC(=O)C(O)(c1ccccc1)c1ccccc1)c1cccc(F)c1	-8%	-30%	1%	7%	-8%	-12	-9%
CCOc1cc(S(=O)(=O)NCCCN2CCOCC2)c(C)cc1C	0%	77%[activator]	0%	20%	3%	-26	-4%
COc1ccc(CCn2c(NN=C3CCCC3)nc3c2c(=O)[nH]c(=O)n3C)cc1	-9%	-3%	2%	71%[activator]	1%	18	-8%
O=C(NCCC(F)(F)F)C1Cc2c(-c3ccccc3Oc3ccccc3)ccnc2O1 (stereo not drawn)	.	.	.	3%	-4%	-23	.
O=C(CN1CCC(O)CC1)N1c2ccccc2C=Cc2ccccc21	-6%	28%	3%	9%	-7%	13	12%
CC(C)(C)n1cnc2cc(NC(=O)c3cccs3)ccc21	?	-27%	-5%	-2%	-8%	41	?
O=C(c1ccc(O)cc1)c1ccc(C(=O)O)c(C(=O)O)c1	1%	-8%	3%	-4%	-4%	47	22%
CC(C)N(C)S(=O)(=O)c1ccc(NC(=O)C2=COCCO2)cc1	5%	-12%	.	16%	1%	2	-10%
O=C(c1ccc2c(c1)OCO2)N(c1ccc(Br)cc1)C1C=CS(=O)(=O)C1 (stereo not drawn)	0%	-5%	11%	3%	2%	-60*	8%
CCOC(=O)C(C)Sc1nnc(-c2c[nH]c3ccccc23)n1C (stereo not drawn)	-8%	0%	-1%	-2%	-1%	-35	11%
CCN(c1cccc(C)c1)c1ncnc2c1cnn2-c1cccc(Cl)c1	1%	.	.	.	-2%	5	.
Cn1c(=O)cc(SCC(=O)N2CCC3(CC2)OCCO3)c2ccccc21	1%	4%	3%	-4%	0%	110	-8%
CC(=O)c1ccccc1NC(=O)CSc1n[nH]c(=O)n1C1CC1	.	-19%	.	6%	-4%	0	21%
NS(=O)(=O)c1ccc(-n2ncc3c(=O)[nH]c(SCC(=O)Nc4nccs4)nc32)cc1	-4%	-31%	2%	6%	-11%	25	-7%[8.37 µM]
NNC(=O)c1sc2cc(C(F)(F)F)cnc2c1-c1cccs1	3%	-28%	-2%	62%[activator]	-1%	71	-5%
CN(C)CCn1c(=O)n(Cc2ccco2)c(=O)c2c3c(sc21)CCCCC3	-3%	117%[activator]	4%	0%	-14%	-25	?
Cc1cc2nc(-c3cccc(Cl)c3)c(CC3CCCCC3)n2c(C)c1Br	.	.	.	5%	2%	-1	.
O=C(Nc1nnc(-c2ccccc2)s1)c1ccccc1O	3%	-16%	-15%	30%	-13%	-40	2%
CC(=O)Nc1ccc(NC(=O)c2ccc(COc3ccccc3Br)o2)cc1	2%	22%	-1%	-1%	-13%	-7	0%
COc1ccc(/C(O)=C2/C(=O)C(=O)N(CC3CCCO3)C2c2ccc(O)c(OC)c2)cc1 (stereo not drawn)	5%	-33%	-4%	2%	-4%	-26	12%
CCCCOc1ccccc1C1NC(=O)CCC1[N+](=O)[O-] (stereo not drawn)	1%	-2%	2%	-2%	1%	16	4%
O=C(/C=C/[C@H]1O[C@@H](n2ccc(=O)[nH]c2=O)[C@H](O)[C@@H]1O)NCc1ccccc1	.	.	.	8%	6%	8	.
COc1ccc(OC)c(CN2CCN(C(=O)c3ccc(S(=O)(=O)N4CCCCCC4)cc3)CC2)c1	.	.	.	-2%	4%	-37	.
Cc1cc(C)n(CC(=O)N/N=C/c2ccc([N+](=O)[O-])s2)n1	8%	-15%	7%[11.5 µM]	82%[activator]	-6%	-35	?
COc1ccc(N2CCN(C(c3ccc(F)cc3)c3sc4nc(-c5ccco5)nn4c3O)CC2)cc1 (stereo not drawn)	-1%	.	.	.	-8%	3	.
CCOC(=O)c1c(-c2ccc(C)s2)csc1NC(=O)c1cccs1	-2%	-12%	-1%	-1%	-14%	-30	1%
Cc1cc(C)cc(-n2c(SCC(N)=O)nc3c(oc4ccccc43)c2=O)c1	21%	.	.	.	0%	-40	.
Cc1cccc(-n2ncc(C(=O)N3CCOCC3)c2C2CCN(C(=O)OC(C)(C)C)CC2)c1	18%	.	.	.	-21%[15.4 µM]	0	.
CCOC(=O)Cn1c(=O)n(Cc2ccc(OC)cc2)c(=O)c2cccnc21	-7%	9%	0%	-1%	0%	-16	?
CC1(C)NC(=O)N(CCCOc2ccccc2Br)C1=O	-12%	-5%	1%	-3%	1%	29	19%
Cc1ccc(N(CC(=O)NCc2ccco2)C(=O)CNS(=O)(=O)c2ccc(F)cc2)c(C)c1	-11%	7%	-2%	16%	-1%	?	26%
CC(=O)Nc1ccc(N2C(C(C)=O)=NN(c3ccccc3)C2c2cccs2)cc1 (stereo not drawn)	1%	3%	2%	-8%	3%	5	2%
CC1=C[C@@H](C)[C@@H](c2ccc(C(F)(F)F)cc2)OC1=O	?	3%	2%	9%	1%	-19	24%
O=c1c2c(nc3c(-c4cccc5ccccc45)c[nH]n13)CCC2	-4%	-32%	3%	42%[activator]	-1%	-3	-6%
Cc1ccc(C)c(NC(=O)c2sc(Cl)nc2-c2ccccc2)c1	-3%	-27%	5%	19%	1%	13	-27%
CC(C)(C)OC(=O)NCc1ccc(NC(=O)c2nc[nH]c2C(=O)NCCN(CCNC(=O)c2[nH]cnc2C(=O)Nc2ccc(CNC(=O)OC(C)(C)C)cc2)CCNC(=O)c2[nH]cnc2C(=O)Nc2ccc(CNC(=O)OC(C)(C)C)cc2)cc1	.	-23%	.	130%[activator]	2%	-6	7%
CCN(CC)S(=O)(=O)c1ccc(C(=O)NC(C)(C)C)cc1	2%	3%	1%	4%	1%	-32	11%
Cc1cc(F)ccc1Nc1nc2ccc(Cl)cc2n2cnnc12	-1%	.	.	.	-7%	-35	.
Cc1cc(C=C2C(=O)c3ccccc3C2=O)c(C)n1-c1cccc(C(=O)O)c1	5%	-27%	12%	-10%	3%	1	2%
O=S(=O)(Cc1cc(-c2ccc(Cl)cc2)no1)c1ccccc1	?	-23%	1%	-2%	-8%	61	-22%
CN1/C(=C/C=C(C#N)C#N)C(C)(C)c2ccccc21	-8%	0%	4%	-14%	2%	-10	0%
Cc1nccn1CC1CCc2c(c3ccccc3n2C)C1=O (stereo not drawn)	-7%	-20%	-14%	2%&5%	-10%&4%&0%	?	?
CC(C)(C)NC(=O)Nc1ccccc1C(N)=O	5%	-7%	5%	4%	-9%	3	21%
CCOc1ccc(-n2c(COc3ccc(C)cc3)nnc2SCC(N)=O)cc1	?	124%[activator]	0%	1%	7%	19	5%
Cc1cc(C)c[n+](CC(=O)c2ccccc2)c1	-8%	-14%	-6%	-3%	4%	17	21%
COc1ccc(-n2c(NNC(C)=O)nc3sc4c(c3c2=O)CCCC4)cc1	?	-10%	1%	54%[activator]	2%	-7	-3%
COc1cccc(NC(=O)Cn2c3ccc(OC)cc3c3nc4n(c(=O)c32)CCS4)c1	-5%	-9%	10%	7%	5%	-40	-18%
N#Cc1cc(Sc2ccccn2)c([N+](=O)[O-])cc1C#N	3%	-22%	5%	-6%	6%	-34	23%
CC(C)CNc1ncnc2c1ncn2[C@H]1CN(Cc2ccc(-c3ccccc3)cc2)C[C@@H](CO)O1	.	.	.	-16%	-7%	-73*	.
CC(C)N=c1cc2n(-c3ccc(Cl)cc3)c3ccccc3nc-2cc1Nc1ccc(Cl)cc1	.	.	.	-28%	0%	-64*	-12%
COc1ccc(CC(=O)OCC(=O)N2N=C(c3ccccc3)CC2c2ccc(OC)cc2)cc1 (stereo not drawn)	3%	1%	3%	-8%	-9%	-9	-21%
O=C(Nc1nnc(COc2ccccc2F)s1)Nc1ccccc1F	1%	-45%	-1%	-6%	1%	8	-10%
COc1ccc([C@@H]2CC(=O)c3c(O)cc(O[C@@H]4O[C@H](CO[C@@H]5O[C@@H](C)[C@H](O)[C@@H](O)[C@H]5O)[C@@H](O)[C@H](O)[C@H]4O)cc3O2)cc1O	-8%	55%	-7%	-7%	5%	4	0%

# Next part
mol	AmpC inh detg	AmpC inh no detg	LmPK inhibitor	AMA1-RON2 inh	Tb PYK inh	HCMV antiviral	HCV inh
CCCCn1c(-c2csc3ccccc23)n[nH]c1=S	1%	-29%	14µM*	48%[activator]	16µM*	-16	3%
CC(C)C(=O)NCCc1nc(-c2ccc(Cl)cc2)no1	.	.	.	5%	7%	5	-21%
Cc1sc2ncnc(N3CCC(C(=O)Nc4nnc(CC(C)C)s4)CC3)c2c1C	-1%	30%	.	0%	-3%	9	-22%
Cc1noc(C)c1C(=O)NCc1ccco1	-10%	-12%	-9%	-5%	0%	23	-1%
O=C(COC(=O)C1CC(=O)N(Cc2ccccc2)C1)Nc1cccc([N+](=O)[O-])c1 (stereo not drawn)	.	8%	.	-8%	9%	19	9%
CS(=O)(=O)N1CCc2cc(NC(=O)c3ccc(Cl)cc3Cl)ccc21	-1%	-19%	2%	4%	2%	?	?

# This is a random part of the collection; overall some 7.5% were active at least once.
